USP2a inh = qHTS Assay for Inhibitors of Ubiquitin-specific Protease USP2a Using CHOP2 as the Reporter; Ubiquitin carboxyl-terminal hydrolase 2 (Homo sapiens), O75604; USP2 core, Ub-CHOP2 coupled fluorogenic reporter, 485/531; Potency, µM (highest dose often 38.3 µM), for inactives: at the top dose activity change, negative = inhibition, usual class: inhibitors; AID 463254, 2010; 330,000 compounds, 0.01% hits;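 also: potency is read from the fitted curve at half-maximal effect; plate controls were DMSO wells for no effect and full inhibition by NEM control for full effect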
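Deubiquitinase activity read as fluorescence (485/531 nm) after Ub-CHOP2 cleavage activates the enterokinase reporter on its substrate; USP2 core 10nM, Ub-CHOP2 and substrate 25nM each, 30min compound preincubation then 60min RT; data normalized to NEM, curves fitted.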
ELG1 genotoxic = qHTS screen for small molecules that induce genotoxicity in human embryonic kidney (HEK293T) cells expressing luciferase-tagged ELG1. HEK293T ELG1-luciferase reporter, luminescence, 16 h. Potency, µM (titrated, usually from 46 µM), for the others: at the top dose activity change, positive = activation, actives largely listed as activators. 330,000 compounds, 1.3% hits. AID 504466, 2011; also: potency is read from the fitted curve at half-maximal effect; % of control where 0% means no effect; nearly all actives have a fitted effect of over 60% in size
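16 hr compound incubation (37 °C, 5% CO2) of HEK293T cells carrying luciferase-tagged ELG1; luciferase then measured by ONE-Glo luminescence after 30 min at RT.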
a7 integrin act = qHTS for Activators of Integrin-Mediated Alleviation for Muscular Dystrophy | alpha7betagal myoblasts, beta-gal FDG fluorescence, 48 h | Potency, µM (series often up to 38.3 µM), for the others: at the highest dose activation, most hits filed as activators | 350,000 compounds, 0.064% hits;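 also: potency is read from the fitted curve at half-maximal effect; 100% = response of the positive control SU9516; nearly all actives have a fitted effect of over 60% in size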
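Alpha7betagal+/- myoblasts (passage 13) were plated 16-24 hr, then exposed to compounds (1:260 dilution of DMSO stock) for 48 hours at 37C. After MPER lysis, β-galactosidase reporter activity was read as FDG fluorescence (ex 480/em 540) after 30 minutes.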
Eya2 inh = qHTS Assay for Inhibitors of the Phosphatase Activity of Eya2; Protein phosphatase EYA2 (Homo sapiens), O00167; recombinant Eya2, OMFP fluorescence dephosphorylation (OMFP is methylfluorescein phosphate); Potency, µM (highest dose often 76.9 µM), inactives show top-dose activity, negative = inhibition, most hits filed as inhibitors; 330,000 compounds, 0.006% hits; also: potency is read from the fitted curve at half-maximal effect; % is scaled to controls: 0 for no effect and ±100 for the full control effect
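Eya2 (0.2 uM) preincubated 10 min at ambient with compound, then OMFP substrate added at 50 uM; 10 min reaction in 50 mM HEPES pH 7.5, 50 mM NaCl, 5 uM MgCl2, 0.05% BSA, 1 mM DTT. Fluorescence read at Ex 485/Em 525 nm.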
BRCA1 expr up = qHTS Assay to Identify Small Molecule Activators of BRCA1 Expression | Potency, µM (doses to about 46.1 µM), without a hit: at the highest dose activation, usual class: activators | MCF7-BRCA1-FFLuc reporter, luminescence, 48 h; response scale: scaled: vehicle 0%, 10 µM genistein 100% | 380,000 compounds, 1.1% hits; also: potency is read from the fitted curve at half-maximal effect; nearly all actives have a fitted effect of over 80% in size; some results filed as inactive show a strong effect at the top dose
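Reporter cells (MCF7, BRCA1 promoter-firefly luciferase) received library compounds across a concentration series for 48 h. End-point luminescence was measured and concentration-effect curves derived after normalization.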
uPA generation = qHTS for Inhibitors of Cell Surface uPA Generation | Potency, µM (titrated, usually from 38.3 µM), inactives show at the top dose activity change, negative = inhibition, usual class: inhibitors | cell surface uPA generation assay, qHTS | 330,000 compounds, 0.31% hits; active = well fitted inhibition curve with a large enough effect; inconclusive = small, poorly fitted or top-dose-only effect; inactive = no such curve, though single readings can be large or run the other way; tested in mouse RAW 264.7 cells; also: potency is read from the fitted curve at half-maximal effect; % is scaled to controls: 0 for no effect and ±100 for the full control effect; nearly all actives have a fitted effect of over 55% in size
p53 reactivation = qHTS assay for re-activators of p53 using a Luc reporter | 320,000 compounds, 0.063% hits | H1299 p53-A138V BP100-luciferase reporter, luminescence, 24 h | AID 504706, 2011 | Potency, µM (series often up to 92.2 µM), for inactives: top-dose activity change, positive = activation, usual class: activators; also: potency is read from the fitted curve at half-maximal effect; % of control where 0% means no effect; nearly all actives have a fitted effect of over 45% in size
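p53-null H1299 cells stably carrying temperature-sensitive p53-A138V and a BP100-luciferase reporter were pinned with compounds (4-point, 1:5 series) and held 24 hrs at 37 deg C. Luminescence was read 10 min after detection reagent.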
ASM inhibitor = Inhibitors of Secretory Acid Sphingomyelinase (S-ASM): qHTS. Sphingomyelin phosphodiesterase (Homo sapiens), P17405. placental ASM, HMU-PC fluorogenic substrate, 60 min. Potency, µM (top dose mostly 57.5 µM), for inactives: at the highest dose activity change, negative = inhibition, hits mostly inhibitors. 340,000 compounds, 0.006% hits. AID 504937, 2011; also: potency is read from the fitted curve at half-maximal effect
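HMU-PC0 cleavage (9 uM final) by human placental ASM, 60 min at 37 °C following 10 min compound exposure at RT; stopped at pH 10, fluorescence Ex 386/Em 447 nm.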
TSG101-PTAP inh = qHTS Assay for Iinhibitors of HIV-1 Budding by Blocking the Interaction of PTAP/TSG101; Fluorescence polarization, FITC-PTAP peptide / Tsg101 binding; Potency, µM (highest dose often 115 µM), inactives show at the highest dose activity change, negative = inhibition, actives largely listed as inhibitors; 340,000 tested, under 10 active; AID 493005, 2010; active = well fitted inhibition curve with a large enough effect in the main read-out, with a control signal flat, not every such curve was filed as active; inconclusive = small, poorly fitted or top-dose-only effect, or effect the other way, or a change in a side signal; inactive = no such curve, though single readings can be large or run the other way; also: potency is read from the fitted curve at half-maximal effect; % of control where 0% means no effect
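Fluorescence polarization binding of Tsg101 binding domain (10 uM final) to FITC-labeled PTAP peptide (50 nM final) in HEPES pH 7.5 buffer with NaCl, Tween 20, EDTA, TCEP. Compounds added before peptide; binding 20 min at RT.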
B2AR arrestin = qHTS assay of beta-arrestin-biased ligands of beta2-adrenergic receptor; Beta-2 adrenergic receptor (Homo sapiens), P07550; beta-arrestin recruitment to beta2AR, cell-based reporter; Potency, µM (highest dose often 46.1 µM), for inactives: at the top dose activation, hits mostly activators; 330,000 compounds, 0.02% hits; AID 492947, 2010;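 also: potency is read from the fitted curve at half-maximal effect; 0% = DMSO controls and full agonism = EC100 isoproterenol or metaproterenol; nearly all actives have a fitted effect of over 65% in size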
TRPV1 agonist = HTS Assay for Compounds that Act as Agonists of the Vanilloid Receptor 1; TRPV1-expressing cells, Fluo-8 calcium influx, agonist mode; 320,000 compounds, 0.19% hits; Transient receptor potential cation channel subfamily V member 1 (Homo sapiens), Q8NER1; activation, % at 8.33 µM; in the data active = activation above about 80%; inconclusive = between about 30% and that limit; also: 0% is about no effect
Target sequence (Q8NER1 whole entry, looked up): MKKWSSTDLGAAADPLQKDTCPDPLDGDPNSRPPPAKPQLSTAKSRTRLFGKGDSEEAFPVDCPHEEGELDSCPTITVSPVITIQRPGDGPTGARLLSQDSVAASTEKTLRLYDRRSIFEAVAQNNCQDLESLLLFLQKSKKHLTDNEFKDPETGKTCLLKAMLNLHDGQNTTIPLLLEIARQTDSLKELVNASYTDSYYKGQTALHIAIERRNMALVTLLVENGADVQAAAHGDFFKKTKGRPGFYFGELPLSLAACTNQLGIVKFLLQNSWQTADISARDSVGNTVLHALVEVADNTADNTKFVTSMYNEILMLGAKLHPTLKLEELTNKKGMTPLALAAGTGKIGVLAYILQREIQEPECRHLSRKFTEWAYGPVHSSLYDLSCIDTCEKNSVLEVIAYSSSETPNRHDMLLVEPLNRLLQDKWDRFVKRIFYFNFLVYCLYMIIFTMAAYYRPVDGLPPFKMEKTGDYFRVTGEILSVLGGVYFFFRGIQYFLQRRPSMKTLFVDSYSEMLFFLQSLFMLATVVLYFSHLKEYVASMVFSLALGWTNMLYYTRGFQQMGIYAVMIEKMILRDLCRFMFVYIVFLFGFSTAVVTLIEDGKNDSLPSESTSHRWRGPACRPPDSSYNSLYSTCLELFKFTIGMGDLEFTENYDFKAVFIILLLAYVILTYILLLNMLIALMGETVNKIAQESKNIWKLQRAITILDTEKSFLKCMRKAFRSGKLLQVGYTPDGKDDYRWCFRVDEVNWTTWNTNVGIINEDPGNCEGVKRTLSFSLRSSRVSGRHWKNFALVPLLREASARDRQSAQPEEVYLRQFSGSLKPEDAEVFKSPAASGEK
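Cells expressing TRPV1 were dye-loaded with Fluo-8 and read kinetically: 10 s baseline, 3 min after compound (agonist portion), then 2 min after EC20 capsaicin (allosteric enhancer portion). Calcium-bound dye fluorescence at 480/520 nm.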
* marks the source's active call; other numbers are inactive results; ? = inconclusive; . = no result given; [ ] = another dose, or the depositor's remark. Unless noted, calls follow the shape of the dose curve; as a rule, active = well fitted curve in the direction sought with a large enough effect; inconclusive = small, poorly fitted or top-dose-only effect, or another doubt; inactive = no such curve, though single readings can be large; an effect the other way counts as inactive or inconclusive.

SMILES | USP2a inh | ELG1 genotoxic | a7 integrin act | Eya2 inh | BRCA1 expr up | uPA generation | p53 reactivation | ASM inhibitor | TSG101-PTAP inh | B2AR arrestin | TRPV1 agonist
COc1ccccc1C(=O)C1CCCN(C(=O)C2=CC(=O)CC(C)(C)O2)C1 (centres undefined) | -2% | 1% | -25% | 8% | -32% | -3% | 1% | 2% | -7% | -0.8% | -3
COc1ccc(Cc2nc3ccc(C(=O)NCC4CCOCC4)cc3o2)cc1OC | 0% | ? | -1% | 6% | -5% | 4% | 8% | 2% | -2% | 0.0% | -1
CCc1ccc(-n2c(=S)sc3c(=O)n(-c4ccccc4OC)c(=S)[nH]c32)cc1 | -7% | -1% | 4% | 3% | 0% | 3% | -1% | -2% | 1% | 5.5% | -1
CC1CN(C(C)C)C(C)CC1OC(=O)c1ccccc1 (centres undefined) | 2% | -2% | -6% | -2% | -2% | 14% | 9% | -4% | -3% | -0.5% | 1
O=C(NCc1ccco1)C(=O)NCC1OCCCN1S(=O)(=O)c1ccc(F)cc1 (centres undefined) | 1% | 0% | 8% | 1% | -10% | ? | 0% | 0% | -4% | 0.1% | -3
O=C(NCc1ccc(Cl)cc1)NCC(F)(F)F | 4% | 0% | -28% | -1% | -2% | 7% | 11% | 3% | -5% | -0.5% | 13
CCc1c(O)nc(SCC(=O)Nc2ccccc2OC)n(-c2ccccc2C)c1=O | -4% | -1% | ? | -23% | -3% | 0% | -1% | 0% | 0% | -0.5% | 1
O=C1C[C@H]2CCCCC(=O)N3CC[C@@H](C1)[C@@H]23 | -1% | 6% | -2% | 4% | 7% | 16% | -8% | -1% | 2% | -0.1% | .
O=C1NC(Cc2c[nH]c3ccccc23)C(=O)N1CCOc1ccccc1 (centres undefined) | 3% | 0% | 1% | -23% | 0% | 4% | 10% | -1% | -5% | 0.1% | 5
CC1=CC2C(C3C=CC2(C)C(=O)C3(C)O)C(C)(O)C1=O (centres undefined) | . | . | 0% | . | -10% | 0% | . | 2% | -1% | . | .
CN(C)c1ncc(S(=O)(=O)c2ccc(Cl)cc2)c(-c2ccccc2)n1 | 2% | -7% | 9% | 1% | -27% | 6% | -6% | -4% | -4% | -0.3% | -6
CN(c1ncc(C(F)(F)F)cc1Cl)N1C(=O)C2ONC3(C(=O)CC(C)(C)CC3=O)C2C1=O (centres undefined) | 2% | 2% | -2% | 2% | -30% | 7% | -2% | -1% | 1% | 0.0% | -2
COc1ccc(-c2oc3ncnc(NCCCN4CCOCC4)c3c2-c2ccc(OC)cc2)cc1 | -3% | -4% | -14%[7.66 µM] | 2% | -55% | -4% | -12% | -5% | -3% | -0.2% | 4
Nn1c(SCC(=O)Nc2ccccc2Br)nnc1-c1ccco1 | 1% | -1% | -24% | -2% | -5% | 2% | 0% | -2% | -6% | 0.4% | -2
COc1ccc(CN=C(N)N=C(N)N)cc1Cl | 0% | -6% | -26% | -6% | -5% | -5% | -1% | 2% | -2% | -0.1% | 3
CCN1C(=O)CSc2ccc(C(=O)NCc3ccc(OC)cc3)cc21 | -2% | -2% | -16% | 19% | -2% | . | -5% | -1% | -7% | -0.2% | 25
O=C(Cc1ccc(S(=O)(=O)N2CCOCC2)s1)NNC(=O)c1ccccc1Cl | 10% | -4% | 17% | 0% | -1% | 4% | -6% | 4% | -5% | -0.8% | -1
COc1ccc(CCNC(=O)NC(C(F)(F)F)C(F)(F)F)cc1OC | -1% | 2% | 13% | 20% | -20% | 3% | ? | -1% | -5% | 0.0% | 3
COc1ccc([C@H]2CC(=O)C=C(c3cc4ccccc4c4ccccc34)C2)cc1 | 1% | 0% | -15% | 6% | -47% | -13% | 7% | -8% | -4% | -0.6% | 5
CCOC(=O)C1CCN(S(=O)(=O)c2ccc(-n3cnnn3)c(C)c2)CC1 | 2% | -7% | 18% | -6% | 13% | -2% | -2% | -2% | 0% | 0.1% | ?
O=C(NCC1COc2ccccc2O1)C1CCN(S(=O)(=O)c2ccc(Cl)cc2)CC1 (centres undefined) | 3% | -5% | 15% | -10% | -21% | -13% | 0% | -1% | 0% | 0.3% | 2
CCCCOc1ccc(C(=O)NCCc2cccs2)cc1 | 5% | ? | . | 0% | . | . | 11% | . | . | -0.4% | ?
c1cnc(SCCOc2cccc3ccccc23)nc1 | 1% | 12µM* | 6% | 4% | ? | 1% | 13% | -2% | -3% | 0.4% | ?
CCOC(=O)N1CCN(C(=O)c2cn(C)c(=O)c3c2c2ccccc2n3C)CC1 | -2% | 1% | 24% | 20% | -81% | . | -5% | 12% | -7% | -0.2% | -2
CCN(CC(=O)Nc1ccccc1C(F)(F)F)C(=O)CCOc1ccc(C)cc1 | 0% | 0% | -7% | -15% | 0% | 5% | -4% | 4% | 0% | -0.1% | -8
CCC(=O)NC1=C(C#N)C2(CCCC2)Cc2ccccc21 | -1% | -2% | 0% | 9% | -11% | 5% | -7% | -1% | -5% | -1.0% | 17
O=C(Nc1ccc(NC(=O)c2ccco2)cc1)c1ccc2c(c1)OCO2 | 2% | ? | -7% | 10% | 6% | -2% | 6% | -2% | 3% | 0.0% | 4
CC1(C)CC(=O)C(/C=N/n2c(C(F)(F)F)nc3ccccc3c2=O)=C(O)C1 | -1% | 2% | 0% | 7% | 1% | 4% | 1% | -3% | -2% | -0.6% | -9
O=C(COC(=O)COc1ccc(Cl)cc1)NC1CCCCC1 | 0% | 1% | 16% | 11% | 11% | -1% | 1% | 4% | -4% | -0.6% | 11
CCOc1ccc2nc3ccc4[nH]onc4c3c2c1 | . | . | -3% | . | 48% | -2% | . | 70%[activator] | -9% | . | .
CCN(C(=O)CSc1nnc(Nc2cccc(C)c2C)s1)C1CCS(=O)(=O)C1 (centres undefined) | -1% | -1% | -5% | -11% | 6% | 2% | -11% | 6% | -4% | -0.2% | 2
N#CC1=C(N)OC2=C(C(=O)CCC2)C1c1ccoc1 (centres undefined) | 0% | 3% | -7% | 14% | -17% | -1% | -1% | 0% | -4% | -0.7% | 1
Cc1cccc(NC(=O)CSc2nc3ccccc3c3nc(CCc4c(C)n[nH]c4C)nn23)c1 | 2% | 0% | 0%[7.66 µM] | -9% | -56% | -3% | -13% | -5% | 0% | 0.4% | -4

Rewritten with two lines to a compound: five of the compounds above
The line under a structure holds: USP2a inh | ELG1 genotoxic | a7 integrin act | Eya2 inh | BRCA1 expr up | uPA generation | p53 reactivation | ASM inhibitor | TSG101-PTAP inh | B2AR arrestin | TRPV1 agonist
> O=C(NCC1COc2ccccc2O1)C1CCN(S(=O)(=O)c2ccc(Cl)cc2)CC1 (centres undefined)
    3% | -5% | 15% | -10% | -21% | -13% | 0% | -1% | 0% | 0.3% | 2
> CCCCOc1ccc(C(=O)NCCc2cccs2)cc1
    5% | ? | . | 0% | . | . | 11% | . | . | -0.4% | ?
> c1cnc(SCCOc2cccc3ccccc23)nc1
    1% | 12µM* | 6% | 4% | ? | 1% | 13% | -2% | -3% | 0.4% | ?
> CCOC(=O)N1CCN(C(=O)c2cn(C)c(=O)c3c2c2ccccc2n3C)CC1
    -2% | 1% | 24% | 20% | -81% | . | -5% | 12% | -7% | -0.2% | -2
> CCN(CC(=O)Nc1ccccc1C(F)(F)F)C(=O)CCOc1ccc(C)cc1
    0% | 0% | -7% | -15% | 0% | 5% | -4% | 4% | 0% | -0.1% | -8
